Screening results as filed in PubChem BioAssay.
CRFBP-R2 agonist = agonists of human CRF-binding protein/CRF-R2 receptor complex; 350,000 compounds, 0.46% hits; AID 588473; activation, % at 13.2 µM; HEK293 CRF-R2/CRF-BP, calcium dye fluorescence (FLIPR); percent of saturating CRF peptide response;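 active means activation of at least 50%, plus an integration ratio under a set limit after plate pattern correction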;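 further: plate controls were neutral control wells without compound for no effect and CRF at EC100 for full effect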
CHRM5 agonist = CHRM5 agonism in calcium assay. P08912. activation, % at 3 µM. 360,000 compounds, 0.19% hits. AID 624037. CHO-K1 hM5 cells, Fluo-8 calcium fluorescence; 0% DMSO wells, 100% maximal acetylcholine response;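 active means activation above the run's mean over test compounds plus 3 SD, cut at about 23% in these data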;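 further: signal is peak over basal fluorescence ratio across the kinetic read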
Target sequence (P08912 whole entry, looked up): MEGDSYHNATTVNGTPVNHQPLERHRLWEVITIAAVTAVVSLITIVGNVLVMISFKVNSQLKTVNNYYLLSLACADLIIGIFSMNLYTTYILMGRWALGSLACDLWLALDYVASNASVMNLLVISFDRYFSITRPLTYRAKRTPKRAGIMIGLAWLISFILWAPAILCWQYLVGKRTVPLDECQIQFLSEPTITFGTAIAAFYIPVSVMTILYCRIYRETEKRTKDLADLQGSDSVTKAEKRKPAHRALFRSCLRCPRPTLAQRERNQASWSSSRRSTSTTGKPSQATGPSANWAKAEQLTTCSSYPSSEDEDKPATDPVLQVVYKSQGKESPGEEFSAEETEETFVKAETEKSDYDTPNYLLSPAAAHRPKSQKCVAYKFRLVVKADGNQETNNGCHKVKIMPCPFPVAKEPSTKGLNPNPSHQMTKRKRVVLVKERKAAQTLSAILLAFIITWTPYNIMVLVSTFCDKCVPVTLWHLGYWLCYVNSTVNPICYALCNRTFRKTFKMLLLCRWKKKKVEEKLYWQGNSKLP
M1 PAM = positive allosteric modulators of human M1 muscarinic receptor. activation, % at 3 µM. AID 588819. CHO-K1 hM1, Fluo-8 calcium fluorescence, ACh EC20; 0% = ACh EC20, 100% = maximal ACh. 360,000 compounds, 0.088% hits. P11229; in the data active means activation above about 19%, passing the limit was not always enough
M4 antag = blocks acetylcholine activation of human M4 receptor | 360,000 compounds, 0.73% hits | AID 624125 | CHO-hM4 cells, ACh EC80, Fluo-8 calcium fluorescence | inhibition, % at 3 µM | P08173;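 active means inhibition above its plate's cutoff, the mean inhibition of sample wells plus 3 SD, cut at about 27% in these data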;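 further: 0% = acetylcholine EC80 with DMSO and 100% = DMSO without agonist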
Target sequence (P08173 whole entry, looked up): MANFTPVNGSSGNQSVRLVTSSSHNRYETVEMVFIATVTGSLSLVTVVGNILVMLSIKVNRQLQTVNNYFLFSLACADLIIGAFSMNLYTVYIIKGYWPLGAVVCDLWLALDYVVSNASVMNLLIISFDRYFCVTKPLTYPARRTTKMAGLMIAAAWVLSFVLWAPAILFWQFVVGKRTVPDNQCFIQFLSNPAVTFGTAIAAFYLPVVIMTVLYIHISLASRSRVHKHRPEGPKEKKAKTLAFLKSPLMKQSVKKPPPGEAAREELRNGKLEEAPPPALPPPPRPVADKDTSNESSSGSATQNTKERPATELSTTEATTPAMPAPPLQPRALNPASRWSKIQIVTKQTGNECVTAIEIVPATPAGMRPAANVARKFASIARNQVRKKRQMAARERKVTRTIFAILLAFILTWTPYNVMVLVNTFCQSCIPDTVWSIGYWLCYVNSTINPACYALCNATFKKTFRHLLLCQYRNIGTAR
M5 antag = CHRM5 antagonism in calcium assay | P08912 | CHO-hM5 cells, Fluo-8 calcium fluorescence, ACh EC80 | inhibition, % at 3 µM | 360,000 compounds, 0.59% hits | AID 624040;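 active means inhibition above a per-plate cutoff, the mean of that plate's test compounds plus 3 SD, cut at about 27% in these data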;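 further: 0% = acetylcholine EC80 with DMSO and 100% = DMSO without agonist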
M4 ag = agonists of human muscarinic M4 receptor (CHRM4) | CHO-K1 hM4/Gqi5, Fluo-8 calcium fluorescence; vehicle 0%, full acetylcholine response 100% | activation, % at 3 µM | 360,000 compounds, 0.14% hits;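 active means activation above the run mean over all test wells plus 3 SD, cut at about 32% in these data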;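 further: peak over basal fluorescence ratio per well then scaled between controls; 0% = DMSO wells and 100% = acetylcholine at EC100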
CRFBP-R2 block = antagonists of CRF-binding protein/CRF-R2 receptor complex. AID 588475. HEK293 CRF-R2/CRF-BP, CRF-induced calcium fluorescence. 350,000 compounds, 0.59% hits. inhibition, % at 11.8 µM;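 active means inhibition of the ligand-induced calcium signal above about 50% at the single tested concentration, limit read from the data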
M5 PAM = positive allosteric modulators of human muscarinic M5 receptor; activation, % at 3 µM; 360,000 compounds, 0.3% hits; AID 624038; P08912; CHO-K1 hM5, Fluo-8 calcium, ACh EC20 PAM; 0% = ACh EC20, 100% = ACh EC100;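 active means activation above the run cutoff, the mean activation of all test compounds plus 3 SD, cut at about 18% in these data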
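System – CHO-K1 hM5 cells · Compound – 3 µM, single dose · Incubation – compound preincubation 140 s before EC20 acetylcholine addition · Technique – Fluo-8 calcium fluorescence · Measure – Max/basal fluorescence ratio as % of EC20–EC100 ACh window · Benchmarks – low control EC20 acetylcholine (0%), high control EC100 acetylcholine (100%) · Replication – singlicate, one well per test compound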
M4 PAM = CHRM4 positive allosteric modulation; CHO-K1 hM4/Gqi5, Fluo-8 calcium fluorescence, ACh EC20; 0% = ACh EC20, 100% = maximal ACh; activation, % at 3 µM; P08173; 360,000 compounds, 0.4% hits;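 active means activation above its plate's cutoff, the mean activation of sample wells plus 3 SD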; further: some results filed as inactive read as strong as hits
Numbers without * were called inactive; . = no result given.

Start of the data: the first two entries, ahead of the listing:
The line under a structure holds: CRFBP-R2 agonist	CHRM5 agonist	M1 PAM	M4 antag	M5 antag	M4 ag	CRFBP-R2 block	M5 PAM	M4 PAM
1. CCNC(=O)C1(C)CCN(Cc2ccccc2C#N)C1 (configuration not stated)
→ .	2	20	-6	4	1	.	0	7
2. COC1c2ccccc2C(=O)N1Cc1ccc(F)cc1 (configuration not stated)
→ 0.5	-1	15	-6	3	2	6	-2	-3

This part in full (from the top)
The line under a structure holds: CRFBP-R2 agonist	CHRM5 agonist	M1 PAM	M4 antag	M5 antag	M4 ag	CRFBP-R2 block	M5 PAM	M4 PAM
1. CCNC(=O)C1(C)CCN(Cc2ccccc2C#N)C1 (configuration not stated)
→ .	2	20	-6	4	1	.	0	7
2. COC1c2ccccc2C(=O)N1Cc1ccc(F)cc1 (configuration not stated)
→ 0.5	-1	15	-6	3	2	6	-2	-3
3. CCNC(=O)CSc1nnc(-c2ccc(OC)cc2)n1CC(C)C
→ -0.2	-2	8	4	2	-1	-15	-1	-4
4. CCc1nn(CC(=O)NCCCN2CCCC2=O)c(=O)c2cc3sccc3n12
→ 0.1	0	9	6	1	0	9	4	1
5. Cc1nnc(C)n1/N=C/c1ccc(-c2ccccc2)cc1
→ 1.5	-3	1	-12	10	0	-9	-1	3
6. O=C(CCc1nnc(COc2ccccc2)o1)NCc1ccccc1
→ -0.1	-3	10	-9	7	1	-7	2	-5
7. C[C@H](NC(=O)c1ccc(C(C)(C)C)cc1)C(=O)N1CCOCC1
→ -1.0	4	5	-1	3	0	-3	-3	-2
8. Cc1cc(C)cc(NC(=O)C(Nc2ccccc2)c2ccccc2)c1 (configuration not stated)
→ -1.1	-6	2	-1	-8	-1	-5	-7	-12
9. Cc1cc(C(=O)NNC(=O)C(C)(C)Oc2ccc(Cl)cc2)c(C)o1
→ -0.4	-2	9	-7	2	0	6	-1	8
10. CCc1ccc(NC(=O)c2ccc(S(=O)(=O)NCc3cccnc3)cc2)cc1
→ 1.0	0	19	-6	4	10	-17	-3	-11
11. O=C(NCc1ccc2c(c1)OCO2)c1cccc(S(=O)(=O)N2CCCC2)c1
→ 0.4	-4	5	1	17	3	0	-7	-2
12. Cc1ccccc1N1C(=O)N(c2cccc(C(F)(F)F)c2)C2CS(=O)(=O)CC21 (configuration not stated)
→ -1.5	0	5	-5	2	2	-17	-2	-2
13. CCOc1ccc(NC(=O)COC(=O)c2cc([N+](=O)[O-])ccc2N2CCOCC2)cc1
→ 0.8	1	4	-3	8	6	10	-2	-4
14. CC1CCc2nn(CC(=O)NCCN3CCOCC3)cc2C1 (configuration not stated)
→ -2.8	1	3	-1	-3	1	-11	-2	1
15. COc1ccc(CNC(=O)CSc2ncn[nH]2)cc1
→ -2.4	1	6	1	1	5	4	-3	-3
16. Cc1onc(-c2ccccc2Cl)c1C(=O)Nc1nnc(-c2ccc(F)cc2)s1
→ 0.4	2	-2	-7	-3	7	-28	-6	2
17. Cc1ccc(-c2nnc(OCc3cccnc3)c3ccccc23)cc1
→ -0.7	-6	7	-6	3	2	1	2	-1
18. c1ccc(-c2nc(-c3ccccn3)nc(-c3ccccn3)n2)nc1
→ 0.1	2	0	3	10	11	-1	-15	-8
19. CC(=O)Nc1ccc(NC(=O)CSc2nc3ccccc3nc2N2CCC(C)CC2)cc1
→ 0.7	-3	3	-4	18	2	-3	-3	0
20. Cc1ccc(/C=C/C(=O)OCC(=O)Nc2cccnc2Cl)o1
→ 1.2	2	5	-6	14	1	5	-5	5
21. O=C(CCNS(=O)(=O)c1ccccc1)OCc1ccc([N+](=O)[O-])cc1
→ -2.0	5	2	-4	-1	6	5	-4	-4
22. Cc1nc2ccc(Oc3ccccc3)cc2s1
→ -0.7	6	12	0	-3	0	3	10	13
23. COc1ccc(C(CNC(=O)c2cc3ccccc3o2)N2CCCCC2)cc1 (configuration not stated)
→ -3.3	-9	-2	-8	3	0	-2	1	-7
24. CC1CCN(c2ccccc2NC(=O)c2ccc(C#N)cc2F)CC1
→ -0.1	-2	10	-2	-3	-1	-4	2	23*
25. Cc1ccc(S(=O)(=O)N2CCN(C(=O)c3n[nH]c(=O)c4ccccc34)CC2)cc1
→ 0.3	-2	6	-19	-4	1	2	5	8
26. COc1ccc(-c2ccc(N)[n+](CCCC(=O)O)n2)cc1
→ 0.5	2	1	6	4	5	17	-7	-9
27. CCOC(=O)c1cnc2c(C(=O)OC)cccc2c1NCCN1CCOCC1
→ 0.6	0	13	-1	-4	0	3	7	10
28. COc1ccc(/C=C/C(=O)NCCCc2ccccc2)cc1OC
→ -3.7	-1	0	2	-1	1	7	3	-1
29. COc1ccc(CCNC(=O)CCc2nnc(Cc3ccc4c(c3)OCO4)o2)cc1
→ -0.8	-6	-6	5	22	1	0	-8	-3
30. COc1ccc(C(O)c2ncc(-c3ccccc3OC)[nH]2)cc1 (configuration not stated)
→ .	2	-3	-15	3	1	.	-4	1
31. CN1CCc2nc(SCC(=O)Nc3ccc(Cl)cc3)c(C#N)cc2C1
→ 5.3	-4	-6	-9	-7	1	2	2	3
32. Cc1ccc(N(CC(=O)Nc2ccccc2C(=O)N2CCOCC2)S(C)(=O)=O)cc1
→ 0.3	0	-2	5	-7	1	-5	0	-6
33. O=C(NNS(=O)(=O)c1ccc(Cl)cc1)c1cc(-c2ccccc2)nc2ccccc12
→ -2.4	-2	1	1	0	1	-21	-5	-2
34. CCOc1ccc(S(=O)(=O)NCCC(=O)N(C)CC(=O)Nc2ccc(N3CCOCC3)cc2)cc1
→ -1.1	1	4	2	2	0	-35	-1	-2
35. CC1(C)C[C@H](O)[C@]2(CO)CC[C@]3(C)C(=CCC4[C@@]5(C)CC[C@H](O)C(C)(C)C5CC[C@]43C)[C@@H]2C1 (some centres not stated)
→ 26	6	9	-7	4	4	-28	-1	3
36. O=C(NCc1ccccn1)[C@H]1C[C@@H]1[C@H](NP(=O)(c1ccccc1)c1ccccc1)c1ccccc1
→ -1.9	1	21	-7	-7	5	5	6	-2
37. COc1cc(C(=O)OCCNC(=O)c2ccncc2)cc(OC)c1OC
→ 3.6	-1	11	-8	12	1	-16	-1	14
38. C/C(=N\Nc1ncc(Cl)cc1Cl)c1ccc(OC(F)F)cc1
→ 0.4	-5	6	-3	-10	-3	-58	5	1
39. O=C(OCC(=O)N1CCCc2ccccc21)c1cc(Cl)ccc1O
→ 1.0	1	0	-12	-10	2	-12	6	4
40. O=C(NCCN1CCOCC1)c1ccc(CS(=O)(=O)c2ccc(Cl)cc2)o1
→ 3.6	1	16	2	-1	3	-11	1	-3
41. O=C(O)c1ccccc1S(=O)(=O)c1ccccc1CO
→ -0.3	-3	5	-6	-5	1	-1	6	2
42. CN(C)c1ccc(/C=C(\NC(=O)c2ccccc2)C(=O)NCc2ccncc2)cc1
→ -0.4	0	2	-5	4	11	4	-3	3
43. COc1ccc(Cl)c2sc(N(CCN(C)C)C(=O)c3ccc4c(c3)OCCO4)nc12
→ 9.9	-5	8	1	0	2	-5	6	11
44. Cc1cc(C)n(-c2ccc(C(=O)NC(C)C)cc2)n1
→ 0.6	-4	0	13	3	1	14	-2	-7
45. O=C(CCNS(=O)(=O)c1ccccc1)OCc1nnc(-c2ccccc2)o1
→ -1.2	-1	-3	-6	-1	1	9	-5	-2

Along the list, as entered above.
M4 PAM, nos. 40 to 45: -3, 2, 3, 11, -7, -2

Carrying on.
The line under a structure holds: CRFBP-R2 agonist	CHRM5 agonist	M1 PAM	M4 antag	M5 antag	M4 ag	CRFBP-R2 block	M5 PAM	M4 PAM
46. CCC(C(=O)Nc1cccnc1Cl)c1ccccc1 (configuration not stated)
→ -1.2	0	-3	-2	-10	0	-9	-7	-1
47. O=C(NCc1cccs1)c1cc2c(s1)-c1ccccc1OC2
→ -2.2	-3	3	7	-1	1	-7	-2	0
48. O=C(NCc1ccccc1)c1onc(CSc2ccccc2)c1C(=O)NCc1ccccc1
→ 9.6	2	0	4	-3	6	-11	2	-4
49. Cc1nnc(SCC(=O)NC2CC2)n1CC1CCCO1 (configuration not stated)
→ 0.5	-2	8	2	6	1	28	3	-1
50. COc1ccc(C(=O)c2c(N)sc3c2CCN(C(=O)OC(C)(C)C)C3)cc1
→ 2.5	2	3	-6	9	2	-6	-4	0
51. C[C@H](CO)N1C[C@H](C)[C@@H](CN(C)Cc2ccc(C(=O)O)cc2)Oc2ncc(Br)cc2C1=O
→ 0.7	1	17	-17	-5	1	-4	6	2
52. NC(=O)C1CCN(C(c2ccccc2Cl)c2nnnn2CC2CCCO2)CC1 (configuration not stated)
→ -1.0	-1	2	-3	-5	0	-3	-2	7
53. Cc1ccccc1S(=O)Cc1ccc(C(=O)NCCCN2CCCCC2)o1 (configuration not stated)
→ 2.9	-7	1	10	10	0	6	-3	-3
54. CN1C(N)=NC(=O)/C1=C/c1ccccc1F
→ 0.1	-4	10	5	5	0	-11	-2	3
55. O=C(Nc1cccc(C(F)(F)F)c1)Oc1ccccc1N1CCOCC1
→ -1.6	1	6	5	19	10	0	-9	-11
56. COc1ccccc1NC(=O)c1ccc(CS(=O)(=O)c2ccc(C)cc2)cc1
→ 0.5	0	0	-7	11	5	7	-12	3
57. C/C(=C1\SC(N2CCOCC2)=NC1=O)c1ccccc1
→ -1.8	-3	8	2	1	0	2	-5	-1
58. O=C(COC(=O)Cn1cnc2ccccc2c1=O)Nc1ccc2c(c1)OCO2
→ 0.0	2	-3	1	9	4	24	-3	0
59. COc1cccc(NC(=O)CN(C)C(=O)COc2ccc3ccccc3c2)c1
→ -0.4	0	12	0	-2	7	-10	1	5
60. CN1C(=O)/C(=C/c2cc(C(C)(C)C)c(O)c(C(C)(C)C)c2)NC1=S
→ -0.3	-3	4	0	-2	-1	-12	-4	2
61. O=C1CN(C(=O)NCC(=O)N[C@H](C(=O)O)c2ccccc2)c2ccccc2N1
→ 0.3	-2	9	-1	-5	1	6	9	-2
62. Cc1cccc(C(=O)NCCC(=O)NCc2ccccc2F)c1
→ -0.7	1	4	7	1	1	-6	4	0
63. C=C(C)Cn1c(=S)[nH]c2ccccc2c1=O
→ -0.3	-9	5	6	6	0	-12	-14	-3
